Dynein transport: dynein cargo transport inhibition | 3617.4 mouse cells, GR-EGFP nuclear translocation imaging; test concentration mostly 20 µM; stimulated with dexamethasone, 1 µM; active compounds read low | z-score, hits read low | 220,000 tested, 0.47% active;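 active means plate z-score of nuclear minus cytoplasmic receptor signal below a set negative limit, without overly bright fluorescence or cell loss, cut at about -3.5 in these data, passing the limit was not always enough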;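 further: z-score of nuclear minus cytoplasmic ring GR-EGFP intensity difference per well; some compounds called inactive have numbers as strong as hits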
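Buffer or medium: tet-free, stripped-serum medium; Also added: dexamethasone, 1.0 µM final; Technique: high-content fluorescence imaging after fixation; Times: 48 h induction, 1 h compound, 30 min dex at 37 °C; Read-out: per-cell GR-EGFP intensity, nucleus versus surrounding cytoplasmic ring, well-averaged.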
KOR beta-arrestin-1: kappa opioid receptor activators – cell-based, luminescence, uHTS, primary screen (AID 1777) | activation, % at 10 µM, or EC50 in µM where a hit was titrated | 280,000 tested, 0.02% active | KOR beta-arrestin recruitment, luminescence; higher % means a stronger effect; in the data active means activation above about 50%, passing the limit was not always enough; further: a part of the inactive calls stands beside numbers as strong as those of hits
P. falciparum M1AAP: P. falciparum M1AAP inhibitors, biochemical, fluorogenic H-Leu-NHMec substrate, 1536-well (AID 1445). recombinant M1AAP, H-Leu-NHMec fluorogenic kinetic assay; higher % means a stronger effect. inhibition, % at 30 µM; hits with a dose series show IC50 in µM. 220,000 tested, 0.42% active;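 active means primary inhibition above the hit cutoff, then over 50% inhibition at one or more dose response concentrations, cut at about 23% in these data, passing the limit was not always enough; inconclusive means conflicting primary data, or primary hits not chosen for dose response; inactive means low primary inhibition, or under 50% at every dose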;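 further: plate controls were DMSO full reaction for no effect and no enzyme background for full effect; strong numbers were not always called active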
NOD1 inhibition: inhibition of NOD1-driven NF-kB reporter – cell-based, luminescence, uHTS, primary screen (AID 1578). NOD1-driven NF-kB luciferase reporter cells, luminescence; higher % means a stronger effect. inhibition, % at 4 µM, or EC50 in µM where a hit was titrated. 290,000 tested, 1% active; in the data active means inhibition mostly above about 36%, no sharp cut-off; inactive means mostly below about 34%;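 further: HEK-293T reporter cells stimulated with the NOD1 agonist gamma-tri-DAP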
AID2073: disruptors of CaV2.2 binding to Mint1 – biochemical, HTRF (AID 2073) | HTRF protein-protein interaction, Mint1-CaV2.2; higher % means a stronger effect | inhibition, % at 20 µM, or IC50 in µM where a hit was titrated | 290,000 tested, 0.19% active; in the data active means inhibition mostly above about 51%, no sharp cut-off; inconclusive means no clear call, values can overlap the other calls; inactive means mostly below about 53%; further: some results filed as inactive read as strong as hits
NOD2 inhibition: inhibition of NOD2-driven NF-kB reporter – cell-based, luminescence, uHTS, HEK293 (AID 1566); HEK293 NOD2/NF-kB luciferase reporter, luminescence; higher % means a stronger effect; inhibition, % at 4 µM, or EC50 in µM where a hit was titrated; 290,000 tested, 0.63% active; further: many of its hits are not listed in these tables
P. falciparum M17LAP: P. falciparum M17LAP inhibitors, primary screen, biochemical, fluorogenic H-Leu-NHMec substrate, 1536-well (AID 1619); recombinant M17LAP, H-Leu-NHMec fluorogenic kinetic assay; higher % means a stronger effect; inhibition, % at 30 µM; hits with a dose series show IC50 in µM; 220,000 tested, 0.38% active;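 active means compound inhibiting the enzyme by more than half at any dose during confirmatory dose-response retesting; inconclusive means strong single-dose inhibitors picked by rank but not retested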;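 further: plate controls were full reaction with DMSO carrier for no effect and no enzyme background for full effect; strong numbers were not always called active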
KOR beta-arrestin-2: KOR antagonists, beta-arrestin recruitment, cell-based, luminescence, uHTS (AID 1778) | KOR beta-arrestin recruitment, luminescence, antagonist mode; higher % means a stronger effect | 290,000 tested, 0.091% active | one-dose inhibition, % at 10 µM; IC50 in µM for titrated hits; further: strong numbers were not always called active
GPR55 beta-arrestin: selective activators of receptor GPR55 – imaging, U2OS cells, beta-arrestin-GFP redistribution, primary screen (AID 1961); one-dose activation, % at 10 µM; EC50 in µM for titrated hits; 290,000 tested, 0.048% active; U2OS GPR55 beta-arrestin-GFP redistribution imaging; higher % means a stronger effect;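 active means activation above 40% with more than 50 cells counted in the well; inconclusive means wells holding fewer than 50 cells, flagged as toxic or sparse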;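 further: U2OS osteosarcoma cells stably expressing GPR55 and beta-arrestin-GFP; plate controls were DMSO negative control for no effect and LPI positive control for full effect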
Dynein transport cytoplasmic EGFP: also measured in Dynein transport; calls as there; z-score; measured here: cytoplasmic GR-EGFP intensity; active compounds read high
Dynein transport nuclear GR-EGFP: further read-out of Dynein transport, marked with its call; z-score; measured here: nuclear GR-EGFP intensity;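 lower value marks the stronger effect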
Dynein transport cell count: also measured in Dynein transport; calls as there; z-score; measured here: cell count per field
* marks the source's active call; other numbers are inactive results; ? = inconclusive; nt = not tested or not shown; [ ] = another dose, or the depositor's remark. Unless noted, no stated cut-off is given here; in the data, active means inhibition above about 50%; inactive means the rest. The list is partial (hit frequency here may not be typical).

mol,NOD1 inhibition,NOD2 inhibition,Dynein transport cytoplasmic EGFP,Dynein transport,Dynein transport cell count,Dynein transport nuclear GR-EGFP,AID2073,KOR beta-arrestin-1,KOR beta-arrestin-2,P. falciparum M1AAP,GPR55 beta-arrestin,P. falciparum M17LAP
CC[C@@H](C)C(NC(=O)OC(C)(C)C)c1cn([C@@H](CCCCNC(=O)OC(C)(C)C)C(=O)N2CCN(C(=O)OC(C)(C)C)CC2)nn1 (stereo partly drawn),-14%,-9%,-0.27,0.24,-0.73,0.45,2%,-4.8%,7%,-5%,0.6%,-11%
COc1ccc2oc(=Nc3cc(F)ccc3F)c(C(N)=O)cc2c1,5%,-18%,-0.087,1.3,-1.1,0.9,-9%,-3.2%,-2%,-4%,0.2%,-14%
O=C(NC(=O)c1ccccc1)Nc1ccc(Cl)cn1,-24%,-56%,nt,nt,nt,nt,12%,5.6%,-20%,nt,-0.1%,nt
O=C(COc1ccccc1)NC(=S)Nc1ccc2c(c1)Cc1ccccc1-2,-36%,-19%,-0.26,0.28,0.11,0.18,-2%,5.7%,-62%,2%,0.7%,-9%
NC(=O)[C@H]1CC2(CC(c3cccc(NC(=O)[C@H]4CCC(=O)N4)c3)=NO2)CN1C(=O)c1ccccc1C(=O)c1ccccc1 (stereo partly drawn),-7%,-2%,-0.75,-0.037,-0.25,0.037,16%,3.4%,-13%,6%,-0.2%,-7%
CCOC(=O)c1nnc2cc(-c3ccc(Br)cc3)nn2c1C,-36%,-3%,0.014,0.0012,-0.82,0.37,6%,1.6%,21%,0%,-0.1%,-4%
CC(O)Cc1nsc(NC(=O)c2cccs2)n1 (stereo not drawn),-15%,14%,0.16,0.98,-0.2,0.95,-2%,9.5%,-35%,-3%,-0.2%,22%
COc1cc(/C=N/NC(=O)C(=O)NCc2ccco2)cc(Br)c1O,-4%,11%,-0.29,-0.53,1.3,-0.5,-24%,0.7%,12%,13%,0.0%,-1%
Cc1ccc(OCC(=O)Nc2sc3c(c2C#N)CC(C)(C)NC3(C)C)cc1,-20%,16%,-0.35,-0.7,1.1,-0.22,-8%,nt,-6%[20 µM],nt,-0.1%,nt
Cc1ccc(N(CC(=O)NCC2CCCO2)C(=O)Cn2nnc(-c3cccs3)n2)cc1 (stereo not drawn),-23%,12%,-0.25,-0.41,0.35,-0.046,2%,nt,4%[20 µM],-1%,-0.1%,3%
Cc1cccc(NC(=O)NC(=S)NC(=O)c2ccccc2)c1,-43%,-11%,-0.23,0.12,-0.72,0.19,-3%,-2.1%,nt,7%,0.3%,3%
CCc1cc2c(=O)n(CC(=O)NCCc3ccc(OC)c(OC)c3)cnc2s1,-23%,12%,-0.053,0.89,-2.1,1.4,1%,-2.1%,12%,-1%,0.1%,5%
COc1ccccc1NC(=O)CN1C(=O)C(C)Oc2ccccc21 (stereo not drawn),0%,23%,-0.2,0.64,-1.3,0.79,2%,-3.6%,7%,9%,0.3%,1%
Cc1ccc(C(=O)Nc2ccc(C(=O)N/N=C/c3c[nH]c4ccccc34)cc2)cc1,-23%,0%,-0.24,-0.084,0.75,-0.0083,9%,-8.9%,-27%,2%,0.2%,4%
CCCCN1C(=O)CN(CCc2ccccc2)C(=O)C1c1ccc(OC)cc1 (stereo not drawn),3%,6%,-0.22,-0.82,1.1,-0.43,2%,-0.1%,8%,1%,-0.1%,13%
CCOc1ccc2[nH]c3c(NCCO)ncnc3c2c1,-17%,-27%,nt,nt,nt,nt,19%,-3.1%,1%,nt,0.0%,nt
Cc1ccc(-c2cc(-c3ccc(Cl)cc3)c(C#N)c(N)n2)o1,-5%,22%,1.7,-2.8,-0.2,-1.3,15%,-4.1%,4%,8%,0.0%,6%
Cn1c(=O)c2cc(S(=O)(=O)Nc3ccc4c(c3)OCO4)ccc2n(C)c1=O,23%,20%,-0.24,1.9,-0.44,0.2,-45%,-4.4%,45%,23%,-0.1%,-2%
CCOC(=O)c1nn(-c2cccc(C)c2)c2nc(-c3ccccc3)c(C#N)c(=O)n12,22%,3%,0.025,0.58,-0.78,0.55,11%,3.8%,-71%,6%,-0.1%,2%
CNC(=O)C(=O)Nc1ccc(C)cc1C,-21%,-6%,-0.31,0.089,0.3,0.078,-3%,-0.2%,-22%,-1%,-0.1%,1%
N#CC1=C(N)Oc2cc(N)ccc2C1c1ccccc1Cl (stereo not drawn),-14%,-10%,nt,nt,nt,nt,10%,-5.9%,-13%[20 µM],nt,0.3%,nt
CC(C)=CC1C(C(=O)Nc2ccc(Br)cn2)C1(C)C (stereo not drawn),-8%,-1%,-0.19,-0.57,0.14,-0.038,10%,1.5%,-19%,3%,-0.1%,-4%
CN1CCN(CCOc2ccc(Cc3ccccc3)cc2)CC1,9%,-11%,nt,nt,nt,nt,-3%,-0.1%,-12%[20 µM],nt,0.3%,nt
C#CCCCCCCCCC(=O)NCCCC,-40%,13%,-0.28,-0.32,0.05,0.22,-10%,2.7%,-9%,-4%,-0.4%,-9%
COc1cccc(C2c3[nH]c4ccccc4c3C[C@H]3C(=O)N(C)CC(=O)N23)c1 (stereo partly drawn),-8%,5%,nt,nt,nt,nt,29%,1.5%,5%,nt,-0.1%,nt
COc1ccccc1/C=C/C(=O)NCC(=O)N/N=C/c1cc(Br)ccc1OC,39%,-2%,-0.2,1.1,-0.18,0.65,11%,3.9%,-31%,22%,0.0%,6%
Cc1ccc(NC(=O)c2nc(C)n(-c3ccc([N+](=O)[O-])cc3)n2)cc1,-11%,17%,-0.068,0.31,0.18,-0.12,3%,-3.0%,1%,-4%,-0.2%,12%
CCN(CC)CCN1C(=O)c2ccccc2NC1c1ccccc1F (stereo not drawn),-40%,-3%,-0.25,-0.44,2,-0.66,18%,4.9%,-30%,2%,-0.3%,-134%
Cc1cc2c(cc1C)C(c1cc(Br)ccc1F)CC(=O)N2 (stereo not drawn),-8%,-17%,0.06,-1.1,0.29,-0.4,1%,4.3%,nt,1%,0.3%,5%
O=c1c(N=Nc2ccc(O)cc2)c(-c2ccccc2)[nH]n1-c1ccc([N+](=O)[O-])cc1,30%,-2%,-0.0052,0.54,0.57,-0.35,29%,-10%,18%,4%,-0.2%,13%
COc1cccc(CNC(=S)NC2CCCC2)c1,-16%,12%,-0.22,1.5,-2,1.2,-4%,-0.7%,-2%,-1%,-0.2%,13%
Cc1ccccc1NC(=O)CSc1nc(Nc2ccccc2)nc(N2CCOCC2)n1,8%,13%,0.034,-0.49,-0.27,0.34,0%,-1.6%,4%,-3%,-0.1%,8%
Cc1ccccc1OCc1nc2ccccc2c(=O)n1/N=C/c1cn[nH]c1-c1ccc(Br)cc1,nt,nt,-0.11,-0.055,-0.26,0.14,5%,-1.2%,-8%,-1%,-0.1%,7%
Cc1cccc(N2C(=N)SCC2=O)c1C,2%,17%,-0.29,-0.57,0.35,-0.53,-12%,4.8%,1%,6%,0.0%,11%
CCOC(=O)c1[nH]c2cc(OC)c(OC)cc2c1NC(=O)CN1CCN(c2ccc(OC)cc2)C(C)C1 (stereo not drawn),16%,-16%,-0.2,1.3,-0.5,0.68,1%,-5.1%,5%,4%,-0.1%,-15%
O=C(NCCO)c1ccc2[nH]c3c(c2c1)CCCC3,5%,6%,-0.31,0.093,0.31,-0.04,-2%,-4.8%,31%,-1%,-0.2%,6%
Cc1ccc2nc(C)cc(Nc3ccc4c(c3)OCCO4)c2c1,-8%,-2%,-0.15,1.3,-0.59,1.1,-4%,-7.9%,-37%,6%,-0.1%,24%
CN(C)S(=O)(=O)N1CCN(CC(O)COc2ccc(-c3ccccc3)cc2)CC1 (stereo not drawn),-17%,5%,nt,nt,nt,nt,-7%,-1.8%,-18%[20 µM],nt,0.3%,nt
Cc1cc(C)nc(N2CCN(CC(=O)NCc3ccccc3)CC2)n1,-40%,6%,-0.37,0.71,0.43,0.47,4%,3.5%,-6%,6%,0.6%,-3%
CCNC(=S)Nc1c(C)n(C)n(-c2ccccc2)c1=O,-44%,3%,-0.17,0.21,0.24,0.24,-7%,-2.9%,-8%,2%,-0.1%,10%
CCCCCCC(=O)Nc1nc(C)c(-c2csc(Nc3ccccc3OC)n2)s1,-33%,-29%,-0.22,0.073,0.71,0.32,13%,5.4%,-30%,6%,-0.1%,-17%
COCCn1c(Sc2ccc(C)cc2)nc2c1c(=O)[nH]c(=O)n2C,8%,-10%,-0.14,-0.6,0.6,-0.32,?,-1.5%,-53%,1%,0.0%,4%
CCOC(=O)CN1C(=O)C(=O)c2cccc(C)c21,-28%,-7%,-0.24,-0.27,0.12,0.15,?,4.7%,-3%,-3%,-0.1%,-3%
COc1cc(/C=N/NC(=O)c2ccc(COc3cc(C)ccc3C(C)C)cc2)cc(OC)c1O,nt,nt,-0.24,0.66,-0.12,0.42,33%,0.3%,nt,2%,0.5%,-2%
Cc1[nH]c(=O)[nH]c(=O)c1NS(=O)(=O)c1ccccc1,-28%,8%,0.0054,-0.95,1.2,-0.35,-1%,-5.1%,16%,5%,-0.4%,6%
O=C(CSc1nnc(COc2ccccc2)n1Cc1ccco1)c1ccc(F)cc1,-1%,-4%,-0.31,-0.48,1.6,0.17,-19%,-2.6%,28%,11%,-0.4%,11%
COc1cc(NC(=O)c2sc(C)nc2C)c(OC)cc1NC(=O)c1ccccc1,2%,16%,nt,nt,nt,nt,22%,-0.9%,26%,nt,0.0%,nt
CC(C)CC(=O)Nc1ccnc(-c2ccncc2)n1,-28%,16%,-0.3,1.4,-1.3,0.5,-5%,-2.5%,-14%[20 µM],0%,0.2%,1%
Clc1cccc(N/N=C/c2ccc(N3CCOCC3)cc2)c1,-15%,-24%,-0.17,-0.59,-0.22,-0.48,4%,2.0%,10%,9%,-0.1%,14%

Screens (PubChem BioAssay)
